# From PubChem BioAssay
# CHRM4 agonist – human M4 muscarinic receptor agonists, primary screen, CHO-K1 cells, Fluo-8 calcium fluorescence. AID 624127, 2012. hit rate 0.14% among 360,000. CHO-K1 hM4/Gqi5; vehicle 0%, full acetylcholine response 100%. Muscarinic acetylcholine receptor M4 (Homo sapiens), P08173. activation, % at 3 µM;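 active = activation above the run mean over all test wells plus 3 SD, cut at about 32% in these data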;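 also: peak over basal fluorescence ratio per well then scaled between controls; 0% = DMSO wells and 100% = acetylcholine at EC100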
# CHRM5 antagonist – human M5 muscarinic receptor antagonists, primary screen, CHO cells, Fluo-8 calcium fluorescence; Muscarinic acetylcholine receptor M5 (Homo sapiens), P08912; CHO-hM5 cells, ACh EC80; inhibition, % at 3 µM; hit rate 0.59% among 360,000; AID 624040, 2012;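 active = inhibition above a per-plate cutoff, the mean of that plate's test compounds plus 3 SD, cut at about 27% in these data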;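 also: 0% = acetylcholine EC80 with DMSO and 100% = DMSO without agonist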
# Target sequence (P08912 whole entry, looked up): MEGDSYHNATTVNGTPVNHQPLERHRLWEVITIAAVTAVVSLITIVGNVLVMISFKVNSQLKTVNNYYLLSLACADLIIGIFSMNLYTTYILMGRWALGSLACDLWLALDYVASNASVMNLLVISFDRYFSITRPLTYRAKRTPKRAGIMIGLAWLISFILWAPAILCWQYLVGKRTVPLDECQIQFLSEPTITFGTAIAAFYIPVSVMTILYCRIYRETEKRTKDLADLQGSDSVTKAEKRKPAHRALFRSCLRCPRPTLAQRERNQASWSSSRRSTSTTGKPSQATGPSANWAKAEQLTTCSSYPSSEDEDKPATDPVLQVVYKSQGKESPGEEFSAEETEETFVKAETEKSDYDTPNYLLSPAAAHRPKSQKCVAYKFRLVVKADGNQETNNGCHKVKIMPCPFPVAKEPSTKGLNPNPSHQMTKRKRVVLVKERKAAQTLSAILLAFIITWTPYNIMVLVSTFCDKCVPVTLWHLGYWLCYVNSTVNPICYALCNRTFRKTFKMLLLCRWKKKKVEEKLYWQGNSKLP
# CRFBP-R2 agonist – agonists of CRF-BP/CRF-R2 complex, primary screen, cell-based, HEK293, calcium dye fluorescence, uHTS; CRF-binding protein / CRF receptor 2 complex (human); calcium dye fluorescence (FLIPR); percent of saturating CRF peptide response; activation, % at 13.2 µM; hit rate 0.46% among 350,000;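 active = activation of at least 50%, plus an integration ratio under a set limit after plate pattern correction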;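 also: plate controls were neutral control wells without compound for no effect and CRF at EC100 for full effect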
# CHRM5 agonist – human M5 muscarinic receptor agonists, primary screen, CHO-K1 cells, Fluo-8 calcium fluorescence. Muscarinic acetylcholine receptor M5 (Homo sapiens), P08912. AID 624037, 2012. hit rate 0.19% among 360,000. CHO-K1 hM5 cells; 0% DMSO wells, 100% maximal acetylcholine response. activation, % at 3 µM;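 active = activation above the run's mean over test compounds plus 3 SD, cut at about 23% in these data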;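 also: signal is peak over basal fluorescence ratio across the kinetic read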
# CHRM5 PAM – human M5 muscarinic receptor positive allosteric modulators, primary screen, CHO-K1 cells, Fluo-8 calcium fluorescence. Muscarinic acetylcholine receptor M5 (Homo sapiens), P08912. CHO-K1 hM5, ACh EC20 PAM; 0% = ACh EC20, 100% = ACh EC100. activation, % at 3 µM. hit rate 0.3% among 360,000;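 active = activation above the run cutoff, the mean activation of all test compounds plus 3 SD, cut at about 18% in these data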
#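 Assay system: CHO-K1 hM5 cells. Also added: acetylcholine at EC20 concentration, added after compound. Dosing: 3 µM, single dose. Times: compound preincubation 140 s before EC20 acetylcholine addition. Signal: Fluo-8 calcium fluorescence. Measure: % activation relative to EC20 and EC100 ACh responses. Repeats: singlicate, one well per test compound.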
# M4 antag – human M4 muscarinic receptor antagonists, primary screen, CHO cells, Fluo-8 calcium fluorescence | Muscarinic acetylcholine receptor M4 (Homo sapiens), P08173 | CHO-hM4 cells, ACh EC80 | inhibition, % at 3 µM | hit rate 0.73% among 360,000 | AID 624125, 2012;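 active = inhibition above its plate's cutoff, the mean inhibition of sample wells plus 3 SD, cut at about 27% in these data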;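 also: 0% = acetylcholine EC80 with DMSO and 100% = DMSO without agonist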
# CRFR2-BP antag – antagonists of CRF-BP/CRF-R2 complex, primary screen, cell-based, HEK293, calcium dye fluorescence, uHTS. CRF-induced calcium fluorescence. inhibition, % at 11.8 µM. hit rate 0.59% among 350,000. AID 588475, 2011;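 active = inhibition of the ligand-induced calcium signal above about 50% at the single tested concentration, limit read from the data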
# M4 PAM – human M4 muscarinic receptor positive allosteric modulators, primary screen, CHO-K1 cells, Fluo-8 calcium fluorescence; Muscarinic acetylcholine receptor M4 (Homo sapiens), P08173; CHO-K1 hM4/Gqi5, ACh EC20; 0% = ACh EC20, 100% = maximal ACh; activation, % at 3 µM; hit rate 0.4% among 360,000;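 active = activation above its plate's cutoff, the mean activation of sample wells plus 3 SD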; also: some results filed as inactive read as strong as hits
# CHRM1 PAM – human M1 muscarinic receptor positive allosteric modulators, primary screen, CHO-K1 cells, Fluo-8 calcium fluorescence, 1536-well | CHO-K1 hM1, ACh EC20; 0% = ACh EC20, 100% = maximal ACh | Muscarinic acetylcholine receptor M1 (Homo sapiens), P11229 | activation, % at 3 µM | hit rate 0.088% among 360,000; in the data active = activation above about 19%, passing the limit was not always enough
# Target sequence (P11229 whole entry, looked up): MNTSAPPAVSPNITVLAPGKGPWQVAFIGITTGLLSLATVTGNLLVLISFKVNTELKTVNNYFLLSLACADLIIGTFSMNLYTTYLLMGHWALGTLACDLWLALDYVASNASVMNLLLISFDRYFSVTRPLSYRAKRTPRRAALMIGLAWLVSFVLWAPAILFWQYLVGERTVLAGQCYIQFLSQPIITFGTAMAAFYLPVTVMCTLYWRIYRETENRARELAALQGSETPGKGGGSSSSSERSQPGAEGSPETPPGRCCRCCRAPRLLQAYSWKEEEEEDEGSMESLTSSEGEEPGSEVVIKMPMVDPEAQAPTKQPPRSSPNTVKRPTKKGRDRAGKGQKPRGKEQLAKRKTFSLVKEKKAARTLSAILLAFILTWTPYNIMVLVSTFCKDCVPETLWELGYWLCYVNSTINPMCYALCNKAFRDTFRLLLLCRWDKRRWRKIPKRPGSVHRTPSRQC
# Numbers without * were called inactive.
no. | SMILES | CHRM4 agonist | CHRM5 antagonist | CRFBP-R2 agonist | CHRM5 agonist | CHRM5 PAM | M4 antag | CRFR2-BP antag | M4 PAM | CHRM1 PAM
1 | Cc1ccccc1-c1ccc(C(=O)NCc2ccccc2)o1 | 0 | 8 | -2.5 | -1 | -7 | -7 | 6 | -6 | 2
2 | CCC1Oc2ccc(C)cc2N(CC(=O)NCc2cccc(OC)c2)C1=O (stereo not drawn) | 8 | -4 | -4.9 | 0 | -4 | 0 | 24 | 2 | 4
3 | Cc1nn(Cc2c(Cl)cccc2Cl)c(C)c1NC(=O)/C=C/c1cnn(C)c1C | -1 | -1 | -1.7 | -3 | -10 | 8 | 2 | -3 | 4
4 | COC(=O)c1ccc(Cn2nc(-c3ccccc3)ccc2=O)cc1 | 5 | -2 | -1.9 | 5 | -3 | 2 | 21 | 3 | 9
5 | O=C(c1c[nH]c(C(=O)C(Cl)(Cl)Cl)c1)c1ccc(F)cc1Cl | 1 | 6 | 1.9 | 0 | 4 | 10 | -1 | 7 | 7
6 | COc1ccccc1C(=O)OCC(=O)NC12CC3CC(CC(C3)C1)C2 | 4 | 5 | -0.5 | 2 | -8 | -11 | -3 | 4 | 5
7 | Cc1nc(C(=O)NCCO)cc2c1[nH]c1ccccc12 | 1 | -1 | -2.3 | 0 | -1 | -3 | 19 | -1 | 2
8 | COc1ccc(/C=N/NC(=O)c2cccc(NC(=O)c3ccc(F)cc3)c2)c(C(=O)O)c1OC | 2 | -9 | 0.2 | 5 | 4 | 6 | 17 | -6 | -10
9 | CC(C)c1ccc(NC(=O)C2CCCN2S(=O)(=O)c2ccccc2F)cc1 (stereo not drawn) | 2 | 11 | -1.0 | 1 | -5 | -5 | -14 | -3 | 7
10 | C=CCOC(=O)C1=C(C)NC(SCC(=O)OCC)=C(C#N)C1c1ccc(O)c(OC)c1 (stereo not drawn) | 1 | 0 | -2.4 | 0 | -2 | -5 | 29 | -5 | 3
11 | C=CCc1ccc(O)c(-c2cc(CC=C)ccc2O)c1 | 0 | 3 | -0.6 | -4 | -5 | -6 | -2 | 1 | 1
12 | Cc1ccc(NC(=O)Nc2ccc3c(c2)N(C)C(=O)CS3)nc1 | 28 | 10 | 0.0 | 4 | -14 | -7 | 2 | -7 | -10
13 | N#Cc1ccc(C(=O)N2CCC3CC2c2cc(N4CCCCC4)ccc23)cc1 (stereo not drawn) | 5 | -2 | -1.0 | -1 | -4 | -31 | 15 | 4 | 8
14 | N/C(=N\N=C\c1ccc(O)cc1)c1nonc1N | 6 | -9 | 0.6 | 2 | 1 | -5 | 6 | 2 | 10
15 | NC(=O)CN1C(=O)C(=O)N(Cc2ccc(Cl)cc2)C1=O | 0 | -6 | -0.9 | -1 | 3 | -12 | -11 | 7 | 3
16 | CCOC(=O)c1ccc2nc(Nc3nc4ccc(F)cc4s3)sc2c1 | 1 | -10 | 2.9 | -2 | -4 | 5 | -19 | 2 | 9
17 | Cc1c(NC(=O)c2ccc(CC(C)C)o2)c(=O)n(-c2ccccc2)n1C | 0 | 8 | -1.3 | -4 | 0 | 1 | 0 | -2 | 6
18 | Cc1nnc(SCc2cnc(-c3ccccc3)o2)[nH]c1=O | 0 | 0 | -0.1 | 1 | 2 | -5 | -16 | -2 | -4
19 | O=C(CSc1nnnn1-c1ccccc1)Nc1ncc2c(n1)CC(c1ccccc1)CC2=O (stereo not drawn) | 1 | -6 | -1.3 | -1 | 0 | -3 | 22 | 8 | -5
20 | CCn1c(C)c(C(C)=O)c(N2CCN(c3ccccn3)CC2)nc1=S | 0 | 0 | 2.5 | -2 | -2 | 0 | -5 | -5 | -33
21 | C[C@H](CO)NC(=O)c1[nH]cnc1C(=O)Nc1cccc(Cl)c1 | 4 | -6 | 2.6 | 2 | -2 | 10 | 0 | -5 | 5
22 | COc1cccc(NC(=O)CN(C)C(=O)c2ccc(-n3cncn3)c([N+](=O)[O-])c2)c1 | 1 | 6 | 0.1 | 5 | 0 | 6 | 6 | 12 | 6
23 | Cc1ccc(N2CCN(Cc3ccccc3)CC2=O)c(C)c1 | 3 | 1 | 2.1 | 3 | 5 | -5 | -4 | -3 | 4
24 | O=C(CNC(=O)c1ccco1)NCC(=O)OCc1ccc(C(=O)Oc2ccc(Cl)cc2)cc1 | 14 | 2 | 1.6 | 4 | -4 | 10 | 8 | -3 | 2
25 | CC(C)(C)C(=O)C(C(c1ccccc1)N1CCOCC1)N1CCOCC1 (stereo not drawn) | 2 | 0 | -3.4 | 4 | 4 | -8 | 12 | 4 | 9

# (next part)
entry	Compound	CHRM4 agonist	CHRM5 antagonist	CRFBP-R2 agonist	CHRM5 agonist	CHRM5 PAM	M4 antag	CRFR2-BP antag	M4 PAM	CHRM1 PAM
26	O=C(NCCCN1CCCCC1)c1ccc2c(=O)n(CCc3ccccc3)c(=O)[nH]c2c1	1	-4	5.7	-3	4	1	-17	-1	6
27	CCOc1cccc(N2C(=O)CC(N3CCN(c4nc5ccccc5s4)CC3)C2=O)c1 (stereo not drawn)	3	5	-1.0	-7	-7	1	-28	0	-1
28	CN1CC=C2C(C#N)=C(N)C(C#N)(C#N)[C@H](c3cccs3)[C@H]2C1	3	-6	53*	3	4	-8	-67	3	0
29	O=C(c1ccc(NS(=O)(=O)c2cccc([N+](=O)[O-])c2)cc1)N1CCCCCC1	5	10	6.3	4	-10	1	115*	-4	-6
30	O=C(COC(=O)c1ccccc1)Nc1ccc2[nH]c(=O)[nH]c2c1	0	11	1.6	0	-3	9	-5	-6	-4
31	O=C(O)C1CCCN1C(=O)OCC1c2ccccc2-c2ccccc21 (stereo not drawn)	1	0	-3.6	-1	10	0	4	-1	6
32	Fc1cccc(Cl)c1CN1CCN(c2nc3ccccc3s2)CC1	0	16	4.1	-2	-5	2	-14	-4	1
33	Cc1ccc(S(=O)(=O)N2CCOCC2)cc1C(=O)NC1CCCCC1	0	-4	0.7	2	6	-1	6	0	11
34	Nc1nonc1-c1nc2ccccc2n1CC(=O)NC1CCCC1	0	0	0.2	-3	3	9	-2	1	4
35	Cc1cc(OCC(=O)OCC(=O)NC2CCCC2)ccc1Cl	2	-3	0.7	3	8	-11	3	8	11
36	O=C(NC1C2CCCC1CN(C1CC1)C2)c1ccc(Cl)cc1 (stereo not drawn)	-2	-9	-1.9	-4	-5	-7	-17	3	-2
37	CCOc1ccc(-n2c(O)c(/C=N/Nc3nc(C)cc(C)n3)c3ccccc3c2=O)cc1	1	9	0.7	2	6	-2	-14	6	9
38	Cc1c(S(=O)(=O)N2CCN(c3cccc(Cl)c3)CC2)c(=O)n(C)c(=O)n1C	1	1	-1.1	-4	1	-6	-2	6	7
39	O=C1CC(c2ccccc2)CC2=C1CN(C1CCCCC1)CN2 (stereo not drawn)	1	2	-0.9	-7	-6	0	-8	-2	-19
40	O=c1[nH]c(S)nc2sc3c(c12)CCCC3	0	1	2.7	2	-2	7	5	-8	-4
41	C=CCn1c(O)c(N=NC(=S)Nc2cccc(C)c2)c2ccccc21	-1	11	-0.5	-3	-12	0	-1	-8	-8
42	Cc1ccc(C(=O)N2CCC(N3CCC(C(=O)N4CCOCC4)CC3)CC2)cc1	0	0	0.3	-1	2	-5	-4	0	7
43	O=c1[nH][nH]c(-c2ccccc2)c1C=Nc1ccccc1	1	-5	0.9	-7	8	0	-9	6	12
44	CC(OC(=O)c1ccccn1)C(=O)Nc1ccc2c(c1)OCCO2 (stereo not drawn)	1	-4	1.5	1	-1	-1	-15	2	3
45	COc1ccc(Cn2nnnc2CN(Cc2cc3cc(C)ccc3[nH]c2=O)C2CCCC2)cc1	5	-4	1.0	5	2	4	-10	-4	-2
46	N#CC(Cc1ccccc1OC(F)F)c1nc2ccccc2[nH]1 (stereo not drawn)	3	2	-3.2	-2	-3	7	15	-4	-3
47	COc1cc(CNC(C)(C)CO)cc(Br)c1OCc1ccc(Cl)cc1Cl	22	6	12	2	4	20	-98	1	5
48	COc1cccc(OC)c1OCCN1CCN(C(c2ccccc2)c2ccccc2)CC1	1	9	-1.4	-8	-5	5	5	-15	-24
49	Cc1ccc(CN2C(=O)c3ccccc3NC23CCN(Cc2ccccc2)CC3)cc1	1	3	0.3	-3	3	4	-49	-2	8
50	O=S(=O)(CCNCc1ccco1)NC1CCCCC1	1	-6	-0.5	0	5	-4	0	6	9
51	CCOC(=O)CCC(=O)Nc1ccccc1C(N)=O	1	-3	2.9	0	-1	3	-12	25	10
52	COc1ccc(CCNC(=O)c2cccc(S(=O)(=O)N3CCOCC3)c2)cc1OC	0	-2	-0.1	2	3	-10	-2	10	15
53	COc1ccc(CN2CCCC2C(=O)Nc2ccc(OC)c(OC)c2)cc1OC (stereo not drawn)	2	-4	1.1	2	1	4	-11	7	17
54	O=C(NCc1ccc(F)cc1)c1cccnc1C(=O)O	0	18	2.9	-1	-6	-1	3	-4	5
55	Nc1c(C(=O)CSc2nnnn2-c2ccc(O)cc2)c(=O)[nH]c(=O)n1C1CC1	0	-3	2.2	0	6	0	6	2	7
56	Cc1ccc2[nH]c(C)c(CCNC(=O)c3c(N)no[n+]3[O-])c2c1	8	8	0.2	-2	-5	-20	-8	-3	7
